Source: PubChem
KKLEB tox – reduces viability of KKLEB cystic fibrosis airway cells | 360,000 tested, 0.36% active | AID 602141 | KKLEB CF airway cells viability, ATPlite luminescence, overnight; hits give low values; cells stimulated with P. aeruginosa culture filtrate | activity change (cytotoxicity), % at 5 µM;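 active = corrected activity change at or below -50% at 5 µM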
aDG glyco up – alpha-DG glycosylation activation | Pro5-aDG cells, alpha-DG glycosylation AlphaScreen (IIH6); 0% Pro5, 100% B10-LARGE cell signal | activation, % at 10 µM | 360,000 tested, 0.22% active;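 active = activation of at least 8% versus controls, or a plate z-score of at least 8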;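 note: Pro5 are CHO cells carrying HIG-tagged alpha-DG that lacks glycosylation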
NR2E3 ag-1 – activates human NR2E3 receptor | CHO-S Gal4-NCOR/VP16-NR2E3 two-hybrid, luciferase | inhibition of corepressor binding, % at 3.98 µM | 360,000 tested, 0.35% active | AID 602229;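 active = inhibition above the mean of all tested compounds plus 3 SD, cut at about 70% in these data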;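 note: 0% = DMSO with NR2E3 transfected cells and 100% = cells lacking NR2E3 construct; higher means lower luciferase signal from less NR2E3 corepressor binding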
Target sequence (Q9Y5X4 whole entry, looked up, the tested form may be a part): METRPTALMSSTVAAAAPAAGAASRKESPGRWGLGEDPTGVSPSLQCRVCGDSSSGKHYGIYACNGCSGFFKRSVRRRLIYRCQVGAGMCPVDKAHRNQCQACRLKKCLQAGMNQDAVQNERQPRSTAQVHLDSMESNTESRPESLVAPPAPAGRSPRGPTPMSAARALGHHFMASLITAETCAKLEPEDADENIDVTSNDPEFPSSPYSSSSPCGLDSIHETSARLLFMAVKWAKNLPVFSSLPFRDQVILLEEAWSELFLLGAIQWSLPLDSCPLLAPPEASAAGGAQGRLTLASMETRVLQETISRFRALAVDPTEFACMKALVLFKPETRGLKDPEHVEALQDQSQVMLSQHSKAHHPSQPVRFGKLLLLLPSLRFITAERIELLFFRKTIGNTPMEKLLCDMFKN
Peg3 prom inh – Peg3 promoter activity inhibition; HeLa PEG-Prom luciferase reporter, luminescence, overnight; inhibition, % at 20 µM; 360,000 tested, 1.7% active; AID 588405;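 active = inhibition of at least 50% at 20 µM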
HIF-2a block – inhibitors of HIF-2a. 786-0 RCC cells HIF-2a reporter, luciferase luminescence, overnight. inhibition, % at 18.8 µM. 360,000 tested, 0.72% active. AID 624352;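 active = inhibition of the luminescence signal of 40% or more relative to plate controls, in a single-dose primary screen at 18.75 µM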
TRPM1 prom inh – reduces MITF-dependent TRPM1 promoter luciferase signal; SK-MEL-5 TRPM1 promoter luciferase, 24 h; inhibition, % at 12.5 µM; 330,000 tested, 0.83% active;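 active = mean inhibition across replicates of 60% or more, whatever share of single replicates reaches that level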; note: values of inactives mirror those of a sister screen read the other way
hiPSC survival – hiPSC single-cell survival enhancement. ATPlite luminescence; 100% = ROCK inhibitor wells, 0% = DMSO. 360,000 tested, 0.044% active. survival enhancement, % at 20 µM; in the data active = survival enhancement above about 18%;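 note: cells exposed to compounds for 16 hours before the ATP read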
CF NFkB block – blocks PAF-induced NF-kB reporter in cystic fibrosis cells. AID 588850. inhibition, % at 5 µM. 360,000 tested, 0.86% active. KKLEB NF-kB-GFP reporter, GFP fluorescence overnight;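 active = at least 50% inhibition at 5 µM, scaled per plate between neutral and stimulator controls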;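 note: PAF is a Pseudomonas aeruginosa culture filtrate used as stimulus; plate controls were PAF-stimulated DMSO wells for no effect and unstimulated DMSO wells for full effect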
Shn3 inh set2 – inhibitors of Schnurri-3 3'UTR reporter in osteoblasts. inhibition, % at 12.5 µM. Clone20 osteoblast Shn3 3'UTR firefly luciferase, 24 h. AID 588674. 360,000 tested, 0.52% active;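 active = mean inhibition of at least 75% with every replicate also reaching 75%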;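 note: 0% = median of neutral control wells and 100% = pilot-screen positive control compound; some compounds past the cut are filed as inactive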
TWEAK Fn14 block – inhibitors of TWEAK-Fn14 interaction signaling; 360,000 tested, 2% active; AID 1159606; inhibition, % at 10 µM; TWEAK-stimulated Fn14 reporter cells, luciferase luminescence, 8 h; in the data active = inhibition above about 50%
NR2E3 ag-2 – agonists of human nuclear receptor NR2E3. Q9Y5X4. GST-NR2E3/biotin-RetCOR TR-FRET, 1536-well. inhibition of corepressor binding, % at 4.78 µM. 320,000 tested, 0.12% active. AID 2300;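 active = percent inhibition above the cutoff of mean plus 3 SD of all tested compounds, set per screening campaign, cut at about 20% in these data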;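 note: 0% = DMSO wells and 100% = biotin wells as full block of FRET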
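system = GST-tagged NR2E3 plus biotinylated RetCOR corepressor | input = 1.35 nM GST-NR2E3 | also added = 7 nM biotin-RetCOR | schedule = 5 h incubation at 4 °C | measured by = TR-FRET with europium anti-GST and streptavidin-D2, 340 nm excitation | read-out = percent loss of FRET ratio relative to control wells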
* = called active by the depositor.

For C[C@]12CC[C@H](O)CC1=CC(=O)C1C2CC[C@]2(C)C(=O)[C@H](O)CC12 (some centres not stated) the results were KKLEB tox 4, aDG glyco up -0.3, NR2E3 ag-1 -19, Peg3 prom inh 1, HIF-2a block 3, TRPM1 prom inh 12, hiPSC survival -1.0, CF NFkB block -16, Shn3 inh set2 72 and TWEAK Fn14 block 5.
`CC12CCC3C(CC=C4CC5(CCC43C)OCCO5)C1CCC2=O` (configuration not stated) gave KKLEB tox 5, aDG glyco up 0.0, NR2E3 ag-1 -2, Peg3 prom inh 6, HIF-2a block 5, TRPM1 prom inh -3, hiPSC survival -0.2, CF NFkB block 5, Shn3 inh set2 16, TWEAK Fn14 block 5 and NR2E3 ag-2 4.
`CCC1(CCc2ccncc2)C(=O)NC(=O)NC1=O` gave KKLEB tox 4, aDG glyco up -0.1, NR2E3 ag-1 -8, Peg3 prom inh -3, HIF-2a block 7, TRPM1 prom inh 6, hiPSC survival 1.3, CF NFkB block -19, Shn3 inh set2 0, TWEAK Fn14 block -27 and NR2E3 ag-2 -1.
Screening CSc1nc2ccccc2c(=O)n1-c1cccnc1 returned KKLEB tox -4, aDG glyco up 0.0, NR2E3 ag-1 -8, Peg3 prom inh 4, HIF-2a block 0, TRPM1 prom inh 0, hiPSC survival 0.5, CF NFkB block -11, Shn3 inh set2 -1, TWEAK Fn14 block -4 and NR2E3 ag-2 1.
`CCOC(=O)c1c(C)n(Cc2ccc3c(c2)OCO3)c2ccc(O)cc12` gave KKLEB tox 11, aDG glyco up -0.1, NR2E3 ag-1 -40, Peg3 prom inh -127, HIF-2a block -82, TRPM1 prom inh -32, hiPSC survival -1.6, CF NFkB block 11, Shn3 inh set2 -13, TWEAK Fn14 block 13 and NR2E3 ag-2 2.
COc1ccc(NP2(=O)OCC(C)(N)CO2)cc1 (configuration not stated) was read as KKLEB tox 5, aDG glyco up 0.0, NR2E3 ag-1 -11, Peg3 prom inh 2, HIF-2a block 10, TRPM1 prom inh -2, hiPSC survival -1.0, CF NFkB block -4, Shn3 inh set2 7 and TWEAK Fn14 block 15.
Cc1ccc(CN2Cc3ccc(Br)cc3-n3nncc3C2)cc1 was read as KKLEB tox -2, aDG glyco up -0.2, NR2E3 ag-1 -30, Peg3 prom inh -8, HIF-2a block -3, hiPSC survival 0.5, CF NFkB block 11, Shn3 inh set2 2 and TWEAK Fn14 block -9.
Screening Nc1cc(Cl)cc(Cl)c1 returned KKLEB tox 16, aDG glyco up -0.2, NR2E3 ag-1 -28, Peg3 prom inh 3, HIF-2a block 6, TRPM1 prom inh 3, hiPSC survival -2.7, CF NFkB block -9, Shn3 inh set2 7, TWEAK Fn14 block 14 and NR2E3 ag-2 3.
For Cc1cnn(C2CCN(C)CC2)c1N the results were KKLEB tox 4, aDG glyco up -0.2, NR2E3 ag-1 3, Peg3 prom inh 11, HIF-2a block 8, TRPM1 prom inh -9, hiPSC survival -1.9, CF NFkB block -27, Shn3 inh set2 1, TWEAK Fn14 block -12 and NR2E3 ag-2 -1.
Screening Cn1c(O)c(C=NCCN2CCNCC2)c(=O)[nH]c1=O returned KKLEB tox -7, aDG glyco up 0.0, NR2E3 ag-1 9, Peg3 prom inh 10, HIF-2a block 24, hiPSC survival 0.5, CF NFkB block 4, Shn3 inh set2 4, TWEAK Fn14 block 5 and NR2E3 ag-2 4.
`NC(=O)C1CCN(/C=C2\C(=O)NC(=O)N(Cc3ccco3)C2=O)CC1` gave KKLEB tox -5, aDG glyco up 0.1, NR2E3 ag-1 -9, Peg3 prom inh 8, HIF-2a block 9, TRPM1 prom inh -2, hiPSC survival 0.5, CF NFkB block 7, Shn3 inh set2 -3, TWEAK Fn14 block -4 and NR2E3 ag-2 2.
Screening COc1cccc(C(=O)C2CCCN(Cc3cccc(C)n3)C2)c1 (configuration not stated) returned KKLEB tox 10, aDG glyco up 0.4, NR2E3 ag-1 -18, Peg3 prom inh -16, HIF-2a block 14, TRPM1 prom inh 2, hiPSC survival 1.1, CF NFkB block -17, Shn3 inh set2 16, TWEAK Fn14 block 3 and NR2E3 ag-2 2.
Screening C1CCCN(C2CCNCC2)CC1 returned KKLEB tox 6, aDG glyco up -0.1, NR2E3 ag-1 11, Peg3 prom inh -9, HIF-2a block 20, TRPM1 prom inh 4, hiPSC survival 3.1, CF NFkB block -11, Shn3 inh set2 -35, TWEAK Fn14 block -20 and NR2E3 ag-2 -4.
CCC1(CCC(C)C)C(=O)NC(=O)N(c2ccccc2)C1=O (configuration not stated) was read as aDG glyco up 0.1, NR2E3 ag-1 4, HIF-2a block 0, hiPSC survival 0.1 and TWEAK Fn14 block -10.
`COc1cccc(C(=O)N2CCC3(CC2)OCCO3)c1` gave KKLEB tox -6, aDG glyco up -0.1, NR2E3 ag-1 3, Peg3 prom inh 10, HIF-2a block 8, TRPM1 prom inh 12, hiPSC survival -0.4, CF NFkB block -9, Shn3 inh set2 -10, TWEAK Fn14 block 18 and NR2E3 ag-2 1.
Screening COC(=O)[C@H]1C[C@@H]1[C@H](NP(=O)(c1ccccc1)c1ccccc1)c1ccccc1 returned KKLEB tox -9, aDG glyco up 0.5, NR2E3 ag-1 -12, Peg3 prom inh -9, HIF-2a block 1, TRPM1 prom inh 0, hiPSC survival 5.2, CF NFkB block -2, Shn3 inh set2 -6, TWEAK Fn14 block -7 and NR2E3 ag-2 4.
Screening Nc1c([N+](=O)[O-])cc(F)c(N2CCNCC2)c1Br returned KKLEB tox 4, aDG glyco up 0.1, NR2E3 ag-1 -5, Peg3 prom inh -18, HIF-2a block 9, TRPM1 prom inh -16, hiPSC survival 0.7, CF NFkB block 8, Shn3 inh set2 12, TWEAK Fn14 block -7 and NR2E3 ag-2 -5.
Screening CP(=O)(O)CN1CCCCC1 returned KKLEB tox 14, aDG glyco up 0.2, NR2E3 ag-1 13, Peg3 prom inh -1, HIF-2a block 24, TRPM1 prom inh -3, hiPSC survival -1.3, CF NFkB block -2, Shn3 inh set2 0, TWEAK Fn14 block -6 and NR2E3 ag-2 -1.
Screening O=C1NC(=O)N(Cc2ccccc2)C(=O)/C1=C\c1ccco1 returned KKLEB tox -1, aDG glyco up 0.3, NR2E3 ag-1 -34, Peg3 prom inh 17, HIF-2a block 17, TRPM1 prom inh 35, hiPSC survival 2.6, CF NFkB block 47, Shn3 inh set2 24, TWEAK Fn14 block 14 and NR2E3 ag-2 3.
Screening CCC(C)n1c(O)c(C=NCc2cccnc2)c(=O)[nH]c1=S (configuration not stated) returned KKLEB tox -11, aDG glyco up 0.1, NR2E3 ag-1 -6, Peg3 prom inh 14, HIF-2a block 22, TRPM1 prom inh -5, hiPSC survival -0.3, CF NFkB block 5, Shn3 inh set2 -12, TWEAK Fn14 block 5 and NR2E3 ag-2 -1.
For O=c1ccc2cc(O[C@@H]3O[C@@H](CO)[C@H](O)[C@@H](O)[C@@H]3O)c(O)cc2o1 the results were KKLEB tox 12, aDG glyco up 0.5, NR2E3 ag-1 -15, Peg3 prom inh 10, HIF-2a block 18, TRPM1 prom inh 3, hiPSC survival -0.3, CF NFkB block 16, Shn3 inh set2 15, TWEAK Fn14 block 1 and NR2E3 ag-2 -1.
CC(C)(C)n1nnnc1C(CCc1ccccc1)N1CCC(n2c(=O)[nH]c3ccccc32)CC1 (configuration not stated) was read as KKLEB tox -5, aDG glyco up -0.1, NR2E3 ag-1 29, Peg3 prom inh 84*, HIF-2a block -27, hiPSC survival -0.3, CF NFkB block -19, Shn3 inh set2 -4 and TWEAK Fn14 block 22.
For N#Cc1ccc(NC(=S)N2Cc3ccccc3-n3nncc3C2)cc1 the results were KKLEB tox 2, aDG glyco up 0.1, NR2E3 ag-1 -30, Peg3 prom inh -13, HIF-2a block 14, hiPSC survival -1.2, CF NFkB block 2, Shn3 inh set2 33 and TWEAK Fn14 block 14.
O=C(c1ccc(N2CC3CC(C2)c2cccc(=O)n2C3)c([N+](=O)[O-])c1)N1CCCCC1 (configuration not stated) was read as KKLEB tox 7, aDG glyco up -0.3, NR2E3 ag-1 -19, Peg3 prom inh 4, HIF-2a block 5, TRPM1 prom inh -4, hiPSC survival -1.2, CF NFkB block 16, Shn3 inh set2 -1, TWEAK Fn14 block 11 and NR2E3 ag-2 4.
For Cn1c(O)c(C=NCCCCCCCCCCC(=O)O)c(=O)n(C)c1=O the results were KKLEB tox -2, aDG glyco up 0.0, NR2E3 ag-1 14, Peg3 prom inh -6, HIF-2a block 17, TRPM1 prom inh 4, hiPSC survival -0.3, CF NFkB block 4, Shn3 inh set2 2, TWEAK Fn14 block 7 and NR2E3 ag-2 4.
For O=P(O)(Oc1ccccc1)c1ccccc1 the results were KKLEB tox 17, aDG glyco up -0.2, NR2E3 ag-1 7, Peg3 prom inh -3, HIF-2a block -1, TRPM1 prom inh -1, hiPSC survival -0.9, CF NFkB block 6, Shn3 inh set2 -19 and TWEAK Fn14 block 7.
`COc1ccc(NC(=O)c2c(C)nn(Cc3ccccc3Cl)c2Cl)cc1Cl` gave KKLEB tox -14, aDG glyco up 0.0, NR2E3 ag-1 0, Peg3 prom inh -6, HIF-2a block -7, TRPM1 prom inh -20, hiPSC survival 0.6, CF NFkB block 12, Shn3 inh set2 18, TWEAK Fn14 block -20 and NR2E3 ag-2 -4.
`CN1OC[C@@H]2CN[C@H](c3ccc(Br)cc3)C[C@@H]21` gave KKLEB tox -4, aDG glyco up 0.2, NR2E3 ag-1 16, Peg3 prom inh -16, HIF-2a block -3, hiPSC survival 3.6, CF NFkB block -9, Shn3 inh set2 -18 and TWEAK Fn14 block 5.
`CCCOC(=O)C1C2CCC(O2)C1C(=O)O` (configuration not stated) gave KKLEB tox 2, aDG glyco up 0.0, NR2E3 ag-1 20, Peg3 prom inh 9, HIF-2a block 7, TRPM1 prom inh -7, hiPSC survival -2.0, CF NFkB block 6, Shn3 inh set2 -17 and TWEAK Fn14 block -13.
O=C(c1cccn2c(=O)c3cc(Cl)ccc3nc12)N1CCC2(CC1)OCCO2 was read as KKLEB tox 5, aDG glyco up -0.5, NR2E3 ag-1 -17, Peg3 prom inh 9, HIF-2a block -2, TRPM1 prom inh -1, hiPSC survival -1.0, CF NFkB block -7, Shn3 inh set2 -4, TWEAK Fn14 block 3 and NR2E3 ag-2 -3.
For c1ccc(P(c2ccccn2)c2ccccn2)cc1 the results were KKLEB tox 12, aDG glyco up -0.1, NR2E3 ag-1 -10, Peg3 prom inh 13, HIF-2a block 58*, TRPM1 prom inh 4, hiPSC survival -0.7, CF NFkB block -7, Shn3 inh set2 -22, TWEAK Fn14 block 12 and NR2E3 ag-2 -2.
NC(=O)Cn1cc(C=C2C(=O)NC(=O)NC2=O)c2ccccc21 was read as KKLEB tox 5, aDG glyco up -0.1, NR2E3 ag-1 -26, Peg3 prom inh -2, HIF-2a block 7, TRPM1 prom inh -7, hiPSC survival 2.3, CF NFkB block 12, Shn3 inh set2 17 and TWEAK Fn14 block 21.

Not all compounds are listed, so the mix of outcomes need not match the whole.
